Source: PubChem BioAssay
Shiga toxin inh = Shiga toxin inhibition; Vero cells, Shiga toxin protein synthesis inhibition reporter; inhibition, % at 38.7 µM; 290,000 compounds, 9.2% hits; AID 2315; in the data active = inhibition mostly above about 28%, no sharp cut-off; inactive = mostly below about 43%; note: 0% is about no effect
Pf growth 48h = P. falciparum growth inhibition at 48 hours (one generation); P. falciparum luciferase growth in erythrocytes, 48 h; Potency, µM (series often up to 28.7 µM), without a hit: top-dose activity change, negative = inhibition, usual class: inhibitors; 310,000 compounds, 5.9% hits; AID 504832; note: potency is the fitted concentration of half-maximal effect; % is set by controls: 0 for no effect and ±100 for the full control effect
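Compounds are pin-transferred into medium, infected erythrocytes (2% hematocrit, 0.1% parasitemia final) are added, and plates sit one parasite generation at 37 C in 5% CO2. Detection reagent is then added and luminescence measured.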
CHX counter = counter-screen for Shiga toxin inhibitors: cycloheximide protein synthesis inhibition. cell reporter, cycloheximide protein synthesis inhibition counterscreen. AID 2314. max response, %. 300,000 compounds, 12% hits; in the data active = max response mostly above about 13%, no sharp cut-off; inactive = mostly below about 14%; note: read at 38.3 µM for the half of the compounds with a filed dose; 0% is about no effect
HCV inh = blocks hepatitis C virus; Huh7.5.1 HCVcc-Cre infection, luciferase reporter, 44 h; Potency, µM (titrated, usually from 41.8 µM), for the others: at the top dose activity change, negative = inhibition, usual class: inhibitors; 340,000 compounds, 3.4% hits; AID 651820; note: potency is the fitted concentration of half-maximal effect; % is set by controls: 0 for no effect and ±100 for the full control effect
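Cells seeded at 1,000/well and cultured 4 h, then compounds added followed by HCVcc-Cre virus (~0.5 moi). After 44 h further culture, luciferase substrate was added, plates held 15 min at room temperature, and luminescence read for 15 sec.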
TbPYK inhibitor = T. brucei pyruvate kinase inhibition; Q57TT1; TbPYK enzyme, Kinase-Glo Plus ATP luminescence, 45 min; Potency, µM (series often up to 76.8 µM), without a hit: at the top dose activity, negative = inhibition, most hits filed as inhibitors; 410,000 compounds, 0.12% hits; note: potency is the fitted concentration of half-maximal effect; % is set by controls: 0 for no effect and ±100 for the full control effect; nearly all actives have a fitted effect of over 50% in size
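Enzyme and substrate buffer are dispensed first and compound is pin-transferred. ADP at 130 uM final then starts the reaction, which runs 45 min at room temperature. Detection reagent is added for 10 min before luminescence is imaged.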
Pf growth 96h = P. falciparum growth inhibition at 96 hours; AID 504834; P. falciparum luciferase reporter growth, 96 h; Potency, µM (titrated, usually from 28.7 µM), inactives show at the top dose activity change, negative = inhibition, actives largely listed as inhibitors; 320,000 compounds, 6.9% hits; note: potency is the fitted concentration of half-maximal effect; % is set by controls: 0 for no effect and ±100 for the full control effect
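Two-generation exposure (96 h) targets delayed-death phenotype. Reporter parasites carrying integrated firefly luciferase, in red cells at 2% hematocrit and 0.05% parasitemia final, kept at 37 C, 5% CO2; luminescence loss indicates inhibition.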
LmPK inh = LmPK (Leishmania mexicana) enzyme inhibition; purified LmPK, Kinase-Glo ATP luminescence, 1 h; Potency, µM (series often up to 57.5 µM), for inactives: at the top dose activity change, negative = inhibition, usual class: inhibitors; 290,000 compounds, 0.37% hits; AID 1721; note: potency is the fitted concentration of half-maximal effect; % is set by controls: 0 for no effect and ±100 for the full control effect
Target sequence (Q27686 whole entry, looked up): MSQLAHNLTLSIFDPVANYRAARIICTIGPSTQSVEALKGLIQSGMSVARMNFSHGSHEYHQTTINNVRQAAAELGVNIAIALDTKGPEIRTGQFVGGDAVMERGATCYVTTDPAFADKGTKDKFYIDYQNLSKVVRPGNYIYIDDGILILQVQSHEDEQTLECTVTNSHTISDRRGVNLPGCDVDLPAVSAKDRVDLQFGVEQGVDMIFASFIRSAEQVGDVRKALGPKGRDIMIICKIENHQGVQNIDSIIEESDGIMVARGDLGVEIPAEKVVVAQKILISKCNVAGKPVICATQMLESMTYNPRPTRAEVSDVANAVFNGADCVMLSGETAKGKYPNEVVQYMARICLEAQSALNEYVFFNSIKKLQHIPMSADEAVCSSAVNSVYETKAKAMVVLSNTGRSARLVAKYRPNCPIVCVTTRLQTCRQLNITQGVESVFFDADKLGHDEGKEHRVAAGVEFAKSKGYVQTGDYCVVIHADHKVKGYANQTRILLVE
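In 50 mM imidazole pH 7.2 with 7 mM MgCl2, LmPK (0.1 nM) turned over PEP (0.5 mM) and ADP (0.1 mM) for 1 h at room temperature. Luciferase read-out of ATP.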
* hit, by the source's call; ? = inconclusive; nt = no result given; & = joins results of further samples; [ ] = another dose, or the depositor's remark. Unless noted, calls come from the whole dose curve; as a rule, active = well fitted curve in the direction sought with a large enough effect; inconclusive = small, poorly fitted or top-dose-only effect, or another doubt; inactive = no such curve, though single readings can be large; an effect the other way counts as inactive or inconclusive.

Letter code: A = Shiga toxin inh; B = Pf growth 48h; C = CHX counter; D = HCV inh; E = TbPYK inhibitor; F = Pf growth 96h; G = LmPK inh
S=C(N/N=C/c1ccc2ncccc2c1)Nc1ccccc1
  A: 66*; B: 47%[activator]; C: 35*; D: 17%; E: -5%; F: -15%; G: -5%
Cc1cc(C)c(S(=O)(=O)N(C)CC(=O)NCc2ccncc2)c(C)c1
  A: -23; B: 37%[activator]; C: -2; D: 4%; E: 7%; F: 42%[activator]; G: 4%
S=C1NCN(C2CCCCC2)CN1CCc1ccccc1
  A: -5; B: 4.7µM*; C: -1; D: -1%; E: -2%; F: 1.9µM*; G: 2%
C#CCn1c(=NC(=O)c2ccc(Br)s2)sc2cccc(OC)c21
  A: 73*; B: ?; C: 19*; D: -12%; E: 3%; F: ?; G: -2%
Cc1nn(-c2ccc(C(F)(F)F)cn2)c(C)c1Oc1ccccc1O
  A: 61; B: nt; C: 23*; D: -21%; E: -2%; F: 8.3µM*; G: -1%
c1ccc(-c2cc(-c3ccc(N4CCOCC4)cc3)nc3ccccc23)cc1
  A: -9; B: ?; C: 14*; D: -11%; E: 5%; F: 13µM*; G: 5%
COc1cc(/C=C/CN2CCN(CCC(C)C)C(CCO)C2)ccc1O (stereo unspecified)
  A: 1; B: 8%; C: 3; D: 6%; E: 1%; F: -8%; G: -5%
Fc1ccc(NC(=S)NCc2ccccc2Cl)cc1
  A: 10; B: 12%; C: -3; D: -14%; E: -10%; F: 8%; G: -2%
COc1cccc(OC)c1C(=O)Nc1nc2ccc([N+](=O)[O-])cc2s1
  A: -7; B: ?; C: 1; D: -12%; E: 0%; F: -26%; G: 16%
CC(O)CNc1nc(NCc2ccccc2)c2cnn(C)c2n1 (stereo unspecified)
  A: -5; B: 17%; C: -9; D: -8%; E: 1%; F: 3%; G: -3%
CCc1cccc2c(C(=O)CN3C(=O)NC4(CCc5ccccc54)C3=O)c[nH]c12 (stereo unspecified)
  A: nt; B: ?; C: nt; D: ?; E: -1%; F: ?; G: nt
C/C(CCc1c[nH]c2ccccc12)=N\O
  A: 56; B: 22%; C: 12; D: -15%; E: 5%; F: ?; G: 2%
CCOC(=O)/C(=C/c1c[nH]c2ccccc12)NC(C)=O
  A: 9; B: 21%; C: 1; D: 13%; E: -11%; F: 52%[activator]; G: -2%
COc1ccc(CN2C(=O)CCC2(C)C(=O)NC2CCCCC2)c(OC)c1 (stereo unspecified)
  A: -2; B: 10%; C: -3; D: 14%; E: 6%; F: -14%; G: 6%
CCOC(=O)c1sc2nccc(N(C)C)c2c1N=CN(C)C
  A: -7; B: 17%; C: 1; D: ?; E: 2%; F: nt; G: 3%
O=C(CCCn1c(=O)c2sccc2n(Cc2cc(=O)n3ccccc3n2)c1=O)NCc1ccco1
  A: 12; B: -8%; C: -1; D: 14%&9%; E: -4%; F: -9%; G: 2%
Cc1cccc(Cl)c1NC(=O)N1CCCN(c2nc3ccc(Cl)cc3s2)CC1
  A: 44*; B: ?; C: 25*; D: 7.1µM*; E: 12%; F: ?; G: 11%
CCOC(=O)c1ccc2c(c1)n(CCO)c(C)[n+]2CC
  A: -5; B: nt; C: -3; D: -15%; E: -6%; F: -18%; G: 8%
CCN(CC)CCNC(=O)Cc1nn(CC)c(=O)c2ccccc12
  A: -4; B: 21%; C: -3; D: 2%; E: 2%; F: nt; G: -2%
CC(=O)Nc1ccc(OCC=C(Cl)Cl)cc1
  A: 25*; B: -24%; C: 11*; D: -12%; E: 1%; F: 2%; G: -1%

Four compounds from above, showing only Pf growth 96h, HCV inh and Shiga toxin inh:
| Molecule | Pf growth 96h | HCV inh | Shiga toxin inh |
| --- | --- | --- | --- |
| CCc1cccc2c(C(=O)CN3C(=O)NC4(CCc5ccccc54)C3=O)c[nH]c12 (stereo unspecified) | ? | ? | nt |
| C/C(CCc1c[nH]c2ccccc12)=N\O | ? | -15% | 56 |
| CCOC(=O)/C(=C/c1c[nH]c2ccccc12)NC(C)=O | 52%[activator] | 13% | 9 |
| COc1ccc(CN2C(=O)CCC2(C)C(=O)NC2CCCCC2)c(OC)c1 (stereo unspecified) | -14% | 14% | -2 |

(next part)
Letter code: A = Shiga toxin inh; B = Pf growth 48h; C = CHX counter; D = HCV inh; E = TbPYK inhibitor; F = Pf growth 96h; G = LmPK inh
Cc1ccc(-n2cccc2/C=C2/C(=N)N3C(=NC2=O)SN=C3S(C)(=O)=O)cc1
  A: 41; B: -7%; C: -4; D: 4%; E: -5%; F: ?; G: 11%
Cc1cccc(C)c1N(CC(=O)Nc1cc(Cl)ccc1Oc1ccccc1)S(C)(=O)=O
  A: 16; B: 10µM*; C: -3; D: ?; E: 5%; F: ?; G: -3%
N#CCCN(C(=O)COC(=O)COc1ccc(Cl)cc1)c1ccccc1
  A: -6; B: -8%; C: -9; D: -10%; E: -2%; F: 7%; G: -4%
CCC(C)NC(=O)CN1c2cccc3cccc(c23)S1(=O)=O (stereo unspecified)
  A: 14; B: -13%; C: -4; D: 2%; E: -3%; F: -1%; G: 3%
CC(=O)Nc1ccccc1-c1nc2ccccc2nc1OCC(=O)c1ccc(Br)cc1
  A: -9; B: 7%; C: -3; D: -7%; E: 3%; F: 35%[activator]; G: 2%
CCCCOc1ccc(OCCNS(=O)(=O)N(C)C)cc1
  A: 45; B: 11%; C: 20*; D: -61%; E: 0%; F: -15%; G: 5%
CCOC(=O)c1sc(=S)n(C)c1NC(=O)c1ccc(F)cc1
  A: -4; B: 0%; C: -1; D: 21%; E: ?; F: ?; G: 1%
COc1ccc(CCNC(=O)c2cc([N+](=O)[O-])ccc2N2CCOCC2)cc1
  A: nt; B: 31%[activator]; C: nt; D: ?; E: 2%; F: -2%; G: nt
Cc1ccccc1C(OCC(O)CN1CCC(C(N)=O)CC1)c1ccccc1 (stereo unspecified)
  A: -11; B: 0%; C: -6; D: -8%; E: -12%; F: 8%; G: 1%
CC(C)[C@H](NS(=O)(=O)/C=C/c1ccccc1)C(=O)OCC(=O)NC(N)=O
  A: -10; B: 3%; C: -1; D: 17%; E: 1%; F: 7%; G: 0%
Cc1ccc(S(=O)(=O)N(C)C)cc1NC(=O)CSc1ncn[nH]1
  A: 3; B: ?; C: -2; D: -1%; E: 8%; F: -13%; G: -7%
CC(CO)Nc1nc(SCc2ccccc2)nc2sc3c(c12)CCC3 (stereo unspecified)
  A: -2; B: ?; C: 13; D: 13µM*; E: 11%; F: 7.4µM*; G: 8%
Nc1nc(SCC(=O)Nc2ccc(Cl)cn2)n[nH]1
  A: -4; B: 1%; C: -1; D: 12%; E: -2%; F: 16%; G: 4%
CC(C)(C)c1cc(C(=O)N/N=C/c2ccccc2O)n(-c2ccccc2)n1
  A: -13; B: ?; C: -6; D: -6%; E: 2%; F: ?; G: 1%
CS(=O)(=O)N1CCC(C(=O)Nc2cccc(C(F)(F)F)c2)CC1
  A: -8; B: 10%; C: -1; D: 5%; E: 5%; F: nt; G: 0%
O/N=C\c1cccn1-c1ccc(Br)cc1
  A: -9; B: ?; C: 17; D: 17%; E: -28%; F: nt; G: 2%
COc1ccc(C(C)=O)cc1COc1cc(C)c(Cl)c(C)c1
  A: -22; B: ?; C: 1; D: -10%; E: -1%; F: 3%; G: -1%
O=C(O)CCC(=O)NCCn1c(-c2ccccc2)csc1=Nc1ccccc1
  A: 49; B: -8%; C: 19*; D: 6%&19%; E: -1%&-5%; F: ?; G: 0%
O=C(N/N=C/c1ccncc1)c1ccccc1OCc1ccc(Br)cc1
  A: -2; B: -62%; C: -1; D: ?; E: -4%; F: 1.9µM*; G: 2%
CCOC(=O)c1c(-c2ccccc2)nc2ccc(Cl)cn12
  A: -2; B: 10%; C: 1; D: -28%; E: 7%; F: 2%; G: -1%
Cn1c(=O)cc2c3c(c(N4CCCCC4)ccc31)C(=O)c1ccccc1-2
  A: 7; B: ?; C: 2; D: ?; E: -2%; F: -16%; G: ?
N#Cc1ccc(OCCOCCNC2CCCC2)cc1
  A: -8; B: 10%; C: -2; D: -6%; E: -2%; F: -4%; G: 1%
CCc1ccccc1NC(=O)/C(C#N)=C\c1ccc(Sc2ccccc2)o1
  A: 38; B: 3%; C: 9; D: ?; E: 4%; F: ?; G: -5%
CCCC(=O)NC(c1ccc(Cl)cc1Cl)c1ccc2cccnc2c1O (stereo unspecified)
  A: 31; B: ?; C: -2; D: ?; E: -6%; F: 17%; G: 1%
O=C(Cc1ccc(F)cc1)N1CCN(c2ccc([N+](=O)[O-])cc2)CC1
  A: 0; B: ?; C: 2; D: ?; E: 0%; F: ?; G: -5%
CCCCN1C(C)=CC(=C2C(=O)c3ccccc3C2=O)C=C1C
  A: 45; B: 300%[activator]; C: 10; D: -24%; E: -6%; F: -18%; G: -2%
O=C(N/N=C/c1ccncc1)C12CC3CC(CC(C3)C1)C2
  A: 23; B: 3%; C: 3; D: -1%; E: -2%; F: 13%; G: -8%
COC(=O)c1cc(NC(=O)Nc2cccc(Cl)c2)ccc1Cl
  A: 73; B: 9.3µM*; C: 22*; D: 10µM*; E: -10%; F: 15µM*; G: 1%
CCn1c(SCC(=O)NCCc2ccccc2)nnc1-c1cccs1
  A: 11; B: -6%; C: -1; D: -5%; E: 5%; F: -16%; G: -2%
COc1ccc(S(=O)(=O)NCC2CCC(C(=O)N3CCC4(CC3)OCCO4)CC2)cc1 (stereo unspecified)
  A: -9; B: -5%; C: -2; D: 2%&19%; E: 1%; F: -5%; G: -1%
CCCn1c(SCC(N)=O)nnc1-c1ccco1
  A: -12; B: 22%; C: -1; D: -1%; E: -9%; F: 35%[activator]; G: 0%
CC(=O)c1ccc(-n2c(C)c(C(C)=O)c3cc(O)ccc32)cc1
  A: -8; B: -2%[0.00184 µM]; C: -4; D: 13%; E: 0%; F: 0%; G: -2%
CCOC(=O)c1c(N)sn(-c2ccccc2)c1=S
  A: -7; B: 1%; C: -1; D: -7%; E: 3%; F: -8%; G: -2%
CCCCN(C)C(=O)CC(NS(=O)(=O)c1ccc(NC(C)=O)cc1)C(C)C (stereo unspecified)
  A: -14; B: 21%; C: 5; D: 2%; E: 1%; F: ?; G: 0%
COCCCNc1nc(N)c([N+](=O)[O-])c(NC2CCCCC2)n1
  A: 4; B: ?; C: -2; D: ?; E: 0%; F: ?; G: 7%
Clc1ccc(-n2ncc3c(NCc4cccs4)ncnc32)cc1
  A: -5; B: ?; C: -5; D: -9%; E: nt; F: ?; G: 6%
CCOC1Cc2ccccc2N(C(N)=O)c2ccccc21 (stereo unspecified)
  A: -5; B: nt; C: -4; D: -14%; E: 6%; F: -23%; G: 2%
O=C(Nc1c2c(nn1-c1ccc(F)cc1)CS(=O)(=O)C2)c1ccc(Br)o1
  A: -7; B: 12µM*; C: -4; D: 18%; E: 0%; F: ?; G: 1%
CN(C)S(=O)(=O)c1ccc(C(=O)NCCSc2ccccc2)cc1
  A: 151*; B: 82%[activator]; C: 48*; D: ?; E: -2%; F: nt; G: 6%
CN1CC[C@H](CN2c3ccccc3Sc3ccccc32)C1
  A: nt; B: 3.8µM*; C: nt; D: nt; E: 0%; F: 4.8µM*; G: nt

An unsorted share of the library; overall some 24% were active at least once.
